12-LOX inh = blocks human arachidonate 12S-lipoxygenase; P18054; purified 12hLO, xylenol orange hydroperoxide absorbance; Potency, µM (series often up to 108 µM), for the others: top-dose activity change, negative = inhibition, actives largely listed as inhibitors; actives 1.1% (n = 580,000); AID 1671190; active = well fitted inhibition curve with a large enough effect; inconclusive = small, poorly fitted or top-dose-only effect, or another doubt; inactive = no such curve, though single readings can be large or run the other way; note: potency is the fitted concentration of half-maximal effect
Target sequence (P18054 whole entry, looked up): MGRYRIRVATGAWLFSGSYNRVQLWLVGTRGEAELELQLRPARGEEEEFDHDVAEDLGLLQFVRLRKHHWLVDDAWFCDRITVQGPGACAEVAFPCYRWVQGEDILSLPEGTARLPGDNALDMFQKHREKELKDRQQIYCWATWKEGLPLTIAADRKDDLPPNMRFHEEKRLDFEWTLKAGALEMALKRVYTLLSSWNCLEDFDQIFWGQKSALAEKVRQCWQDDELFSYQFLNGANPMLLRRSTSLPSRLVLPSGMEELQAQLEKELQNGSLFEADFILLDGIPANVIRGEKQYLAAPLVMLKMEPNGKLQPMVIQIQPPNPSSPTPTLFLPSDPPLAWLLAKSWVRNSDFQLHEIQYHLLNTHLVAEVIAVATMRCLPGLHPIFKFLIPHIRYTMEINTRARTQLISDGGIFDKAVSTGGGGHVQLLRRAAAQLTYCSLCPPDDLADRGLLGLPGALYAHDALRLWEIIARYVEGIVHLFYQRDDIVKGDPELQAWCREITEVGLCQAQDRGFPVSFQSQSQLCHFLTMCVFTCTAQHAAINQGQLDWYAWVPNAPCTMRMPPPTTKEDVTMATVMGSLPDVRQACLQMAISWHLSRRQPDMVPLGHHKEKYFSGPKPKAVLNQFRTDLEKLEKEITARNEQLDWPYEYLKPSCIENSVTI
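Hydroperoxide product was detected by ferrous iron/xylenol orange as the 573 to 405 nm absorbance ratio. Arachidonic acid at 40 uM (final) was turned over for 30 min at room temperature by 150 nM human 12hLO, pH 7.0 Hepes buffer, after 15 min compound preincubation.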
LDHA inh = LDHA (human) enzyme inhibition. actives 0.15% (n = 480,000). activity change, % (values are at about 110 or 230 µM). purified LDHA, NADH/diaphorase-resazurin fluorescence; hits give low values. P00338; in the data active = activity change below about -30%; inconclusive = mostly about -25% to -30%;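 note: plate controls were DMSO wells for no effect and wells without enzyme for full effect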
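Enzyme activity of human lactate dehydrogenase 5 (2 nM; 0.06 mM NADH, 0.2 mM pyruvate, 5 min, RT) is measured via a resazurin/diaphorase fluorescence readout of residual NADH.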
The depositor's hits bear a star; ? = inconclusive; [ ] = dose if it differs, or a comment. Unless noted, % is set by controls: 0 for no effect and ±100 for the full control effect. These rows are one share of the data, so the mix of outcomes need not match the whole.

No.	Compound	12-LOX inh	LDHA inh
1	O=S(=O)(Nc1cccc2cccnc12)c1ccc(F)cc1	19%	16
2	CC(C)CCNC(=O)N1CCC2(CC1)NC(=O)c1ccccc1O2	7%	0
3	FC(F)Sc1ccc(NC(=S)NCCC2=CCCCC2)cc1	18µM*	-1
4	Cc1ccc(NC(=O)CN(C)C(=O)C2CCN(C(=O)c3ccc(Cl)cc3)CC2)cc1	-7%	-8
5	N#Cc1ccc(F)c(COC(=O)c2ccccc2C(=O)c2ccc(Cl)cc2)c1	-8%	4
6	O=C(Nc1ccc2c(c1)OCO2)c1oc2ccccc2c1COc1ccccc1	15%	-1
7	O=C(CCc1ncc(-c2ccccc2F)o1)Nc1ccccc1Cl	-11%	-3
8	CC(C)NC(=O)c1ccc(C2SCCS2)cc1	45%[activator]	-1
9	O=C(NCCc1ccco1)C1CCN(S(=O)(=O)c2ccccc2)CC1	2%	-14
10	Cc1c(Cl)cccc1NC(=O)Nc1cc2c(cc1Oc1ccccc1)n(C)c(=O)n2C	-34%	1
11	COc1ccc(OCCOC(=O)c2ccc3c(c2)NC(=O)CS3)cc1	?	4
12	CCCCCn1nc(C(=O)NCc2ccccc2F)c2ccccc2c1=O	-5%	-1
13	CCSc1nc2c(c(=O)[nH]c(=O)n2C)n1CCCc1ccccc1	13%	-1
14	N#CC1=C(N)N2CCc3cc4c(cc3C2=CC12C(=O)Nc1ccccc12)OCCCO4 (configuration not stated)	-9%	9
15	COc1ccc(N2Cc3cccc(C(=O)NCc4cccc(Cl)c4)c3C2=O)cc1	1%	6
16	COc1ccc(NC(=O)c2cc(-c3cc(F)ccc3OC)n[nH]2)c(C)c1	12%	-2
17	CCNC(=O)C(C)NC(=O)C1CCC(C(C)(C)C)CC1 (configuration not stated)	20%	3
18	Cc1ccnc(NC(=O)Cc2ccc(Br)cc2)c1	-8%	1
19	OC(c1ccc(Cl)cc1)c1ncc(-c2cccc(C(F)(F)F)c2)[nH]1 (configuration not stated)	-13%	3
20	Cc1cc(C)n2c(Nc3c(C)cccc3C)c(CC(C)C)nc2n1	6%	1
21	CC(C)C1C(=O)N(Cc2cn(CCC3OCCO3)nn2)CCS(=O)(=O)N1Cc1ccc(-c2ccccc2C(F)(F)F)cc1 (configuration not stated)	?	-1
22	O=C1CN(C(=O)COc2ccc(F)cc2F)c2ccccc2N1	-33%	-12
23	CCOc1cccc2c(C)nc(Nc3nc(C)c(Cc4ccc(C)cc4)c(=O)[nH]3)nc12	59%[activator]	-2
24	CCC(C)NC(=O)CSc1nc(-c2cccs2)nc2ccccc12 (configuration not stated)	-15%	-8
25	CCCN(C)C1CN(Cc2cn(Cc3ccccc3)nn2)S(=O)(=O)C1 (configuration not stated)	?	1
26	O=C(/C=C/c1ccc(Cl)cc1)c1cc(Cl)cc(Cl)c1O	3.5µM*	6
27	CCCCOCCCNC(=O)C[C@@H]1C[C@@]2(C(=O)OC)CC(C)(C)CC=C2N(Cc2ccccc2)C1=O	-5%	-2
28	Cc1ccc(SC(Sc2ccc(C)cc2)(C(=O)c2ccccc2)C(=O)c2ccccc2)cc1	?	6
29	COC(=O)c1ccc(/C=N/Nc2ccc(S(N)(=O)=O)cc2[N+](=O)[O-])cc1	?	2
30	CCN(CC)S(=O)(=O)c1cccc(C(=O)OCc2cnc(-c3ccccc3)s2)c1	?	-4

Additional structures:
No.	Compound	12-LOX inh	LDHA inh
31	NC(=O)c1ccc(NC(=O)c2cc(C3CC3)nc3ccccc23)cc1	-25%	9
32	CCOC(=O)c1c(-c2ccc(F)cc2)csc1NC(=O)c1cccc(OC)c1	1%	-1
33	Cc1nc2ccc(C(=O)NCC(=O)NCC(F)(F)F)cc2nc1C	5%	12
34	Cc1cc2c3cccn3ccn2c1	?	1
35	CCOc1ccccc1CN1CCCCCC1c1sccc1C (configuration not stated)	?	-31*
36	CCOc1ccc(C)cc1S(=O)(=O)n1ccnc1CC	-4%	1
37	CCC(CC)C(C(=O)NC1CCCC1)N1CCN(c2cc(C)nc3ccccc23)CC1 (configuration not stated)	14%	2
38	CC(=O)c1cccc(NC(=O)c2cccc3c(-c4cccc(C(N)=O)c4)coc23)c1	-22%	-3
39	Cc1ccc(C(=O)NC(C)C23CC4CC(CC(C4)C2)C3)s1 (configuration not stated)	8%	4
40	CCNC(=O)c1cc2c(c(-c3cccc(-c4cccnc4)c3)n1)[C@H](CCO)N(S(C)(=O)=O)C2	-14%	-11
41	C#CCNC(=O)C[C@@H]1C[C@@]2(C(=O)OC)CCCCC=C2N(Cc2ccccc2)C1=O	6%	-6
42	CCCNC(=O)c1ccc2c(=O)n(CCOC)c(SCC(=O)c3ccccc3)nc2c1	-3%	4
43	O=C1CSc2ccc(C(=O)NCc3ccc(C(=O)O)cc3)cc2N1	11%	10
44	COc1ccccc1C(C(=O)c1ccccc1)c1ccc(O)cc1 (configuration not stated)	-24%	-2
45	Cc1c(C(=O)OC(C)C)sc(NC(=O)C2c3ccccc3Oc3ccccc32)c1C#N	-24%	-19
46	Cc1cc(SCc2ccc(Cl)cc2)nc2ccccc12	3%	12
47	Cc1ccc(NC(=O)Cn2c(=O)cc(C(=O)N3CCCC3)c3ccccc32)cc1F	-3%	0
48	Cn1cc(/C=C2/CC(=O)N(c3ccccc3)C2=O)c2ccccc21	?	1
49	Cc1ccc(CNc2oc(COc3ccc(C)cc3)nc2C#N)cc1	?	10
50	O=C(O)c1ccc(CNCc2ccc(-c3ccccc3)o2)cc1	?	-1
51	COc1cccc(CNC(=O)C(C)Oc2cccc(C)c2)c1 (configuration not stated)	64%[activator]	10
52	COc1ccc(NC(=O)C2c3ccccc3OCC(=O)N2CCc2ccccc2)cc1 (configuration not stated)	-51%	-3
53	CSc1ccc(/C=C(\C#N)C(=O)Nc2ccc(C)cc2)cc1	-18%	6
54	Cn1c(=O)c2c(ncn2CC(=O)N(C2CCCCC2)C2CCS(=O)(=O)C2)n(C)c1=O (configuration not stated)	-2%	?
55	CCOc1ccc(C2c3c(-c4ccccc4)n[nH]c(=O)c3Nc3nnnn32)cc1 (configuration not stated)	-7%	18
56	Cc1cc(C)c(NC(=O)CSc2ncnc3ccccc23)c(C)c1	-20%	-10
57	Cc1nn(-c2ccc3nncn3n2)c2c1C(c1ccccc1OCc1ccccc1)CC(=O)N2 (configuration not stated)	0%	5
58	Cn1c(CSc2nccn2-c2ccccc2)nc2c1c(=O)[nH]c(=O)n2C	-25%	10
59	Cc1cc2c3ccc(C)n3ccn2c1	?	?
60	O=[N+]([O-])c1cccc(Nc2nc(-c3ccccc3)nc3ccccc23)c1	-46%	-2

Additional entries:
No.	Compound	12-LOX inh	LDHA inh
61	COc1ccc(OC)c(-c2csc(NC(=O)c3nn(C)c(=O)c4ccccc34)n2)c1	-26%	-1
62	CN1CCCCC1CCn1cnc2c1c(=O)n(C)c(=O)n2C (configuration not stated)	?	-7
63	O=C(O)/C(=C/c1cccc(OCc2ccccc2)c1)c1cccs1	13%	8
64	Nc1nonc1C(=O)NCc1ccccc1	51%	-4
65	O=S(=O)(Cc1ccccc1)Nc1cc(F)cc(F)c1	-27%	7
66	CC(=O)c1cccc(Oc2ccc(C#N)c(C#N)c2)c1	-15%	0
67	COc1c(CNC(C)c2nnc3n2CCC3)c(C(C)C)nn1C (configuration not stated)	10%	2
68	Cc1cccc(C)c1-n1nnnc1SCC(=O)NCC1(N2CCOCC2)CCCCC1	?	-8
69	Cc1cccc(C(=O)Nc2ccccc2N2CCOCC2)c1	0%	7
70	CCNC(=O)C1CCCN(C(=O)c2ccc(N(C)C)cc2)CC1 (configuration not stated)	4%	-6
71	CCCCn1nnnc1C(c1ccccc1)N1CCN(c2ccc(C)cc2)CC1 (configuration not stated)	0%	-1
72	O=C1NC[C@@H](CCCCN2C[C@H](Cc3ccccc3)N(Cc3ccccc3)C(=O)C2=O)N(CCc2ccccc2)C1=O	-11%	-1
73	CCOC(=O)[C@]12CCCC=C1N(Cc1ccco1)C(=O)[C@H](CC(=O)N1CCN(C(=O)c3ccco3)CC1)C2	-1%	-1
74	CC(=O)c1cccc(S(=O)(=O)NCC(=O)O)c1	?	-4
75	N#Cc1cccc(OCC(=O)c2ccc3c(c2)OCCO3)c1	25%	8
76	O=C(NC(c1ccc(-c2ccccc2)cc1)c1cnccn1)C1CCN(Cc2ccc(Cl)c(Cl)c2)CC1 (configuration not stated)	-11%	-5
77	CC(=O)c1ccc(NC(=O)C(C)OC(=O)c2nn(-c3ccccc3)c(=O)c3ccccc23)cc1 (configuration not stated)	?	-2
78	COc1ccccc1COCC(O)Cn1nc(-c2cccs2)c2ccccc2c1=O (configuration not stated)	2%	-1
79	CC(C)(C)C(=O)COC(=O)c1cc(-c2ccccc2)c(N2CCOCC2)s1	?	12
80	CC1=C(C(=O)Nc2ccc(C(=O)NCc3ccc(OC(C)C)cc3)c(Cl)c2)SCCO1	-23%	7
81	Cc1ccc(C(=O)C(C)Oc2ccccc2Cl)cc1 (configuration not stated)	?	6
82	Cc1nn2c(nnc3c(=O)n(-c4cc(Cl)cc(Cl)c4)ccc32)c1-c1ccccc1	-6%	5
83	COc1ccc(-c2cc3nc(NCc4ccc(C)cc4C)n(C)c(=O)c3s2)cc1OC	16%	2
84	O=C(N/N=C/C=C/c1ccccc1[N+](=O)[O-])NC1CCCCC1	20%	?
85	Brc1ccc(-c2nnc(-c3cccs3)o2)o1	?	2
86	COc1cc(Nc2nc3ccccc3nc2NS(=O)(=O)c2cccs2)cc(OC)c1	?	0
87	O=C(OCc1cccc(Cl)c1)c1cc(Cl)c[nH]1	-20%	-16
88	CCCCN(Cc1ccccc1)c1ccc(NS(=O)(=O)c2ccc(C)cc2C)cc1C(=O)O	?	9
89	Cc1cccc(Nc2nc(C(=O)NC3CCCCC3)cs2)c1	?	-5
90	CC1CCN(CCC(=O)O)CC1	?	10

In a second layout: results already given.
82) Cc1nn2c(nnc3c(=O)n(-c4cc(Cl)cc(Cl)c4)ccc32)c1-c1ccccc1
  12-LOX inh: -6%
  LDHA inh: 5

66) CC(=O)c1cccc(Oc2ccc(C#N)c(C#N)c2)c1
  12-LOX inh: -15%
  LDHA inh: 0

74) CC(=O)c1cccc(S(=O)(=O)NCC(=O)O)c1
  12-LOX inh: ?
  LDHA inh: -4

Two of these compounds in a different format:
The line under a structure holds: 12-LOX inh | LDHA inh
(87) O=C(OCc1cccc(Cl)c1)c1cc(Cl)c[nH]1
    -20% | -16
(71) CCCCn1nnnc1C(c1ccccc1)N1CCN(c2ccc(C)cc2)CC1 (configuration not stated)
    0% | -1

Other records follow:
No.	Compound	12-LOX inh	LDHA inh
91	CCCNC(C)c1cc2ccccc2o1 (configuration not stated)	22%	9
92	CC(C)NC(=O)c1nc(-c2cccc3[nH]ccc23)no1	-11%	6
93	O=C(Nc1cccc(OC2CCCC2)c1)C1CCCO1 (configuration not stated)	16%	-2
94	O=C(C(=O)N1CCC(Cc2ccccc2)CC1)c1cccs1	?	-4
95	CCc1ccc2c(c1)[C@]1(C(=O)N2)N2CCC[C@H]2[C@@H](C(=O)c2ccc(F)cc2)[C@]12C(=O)Nc1ccccc12	?	11
96	CCC(CC)NC(=O)Cn1c(=O)c2c(ncn2CCOC)n(Cc2ccccc2)c1=O	-23%	4
97	COc1ccc(OCCNC(=O)c2ccc3[nH]c(C)c(C)c3c2)cc1	-10%	5
98	CN(C)c1nc(N)nc(COc2ccccc2F)n1	2%	3
99	O=c1cc(-c2ccccc2)sc2nnc(-c3ccc(Cl)cc3)n12	32%	-2
100	Fc1cccc(Cc2c(-c3cccc(Cl)c3)nc3c(Cl)cc(C(F)(F)F)cn23)c1	-7%	-3
101	O=S(=O)(c1cccc(F)c1)N1CCN(Cc2ncc(-c3ccc(F)cc3)o2)CC1	-2%	1
102	CCOc1ccc(N2C(=O)c3cccnc3C2Nc2ccc(C)cc2C)cc1 (configuration not stated)	?	-7
103	CCCOc1c(Cl)cc(C(=O)Nc2nnc(C(C)C)s2)cc1OCC	11%	3
104	CC(C)CCN(CC(N)=O)C1CC1	-26%	4
105	COc1ccc(S(=O)(=O)Nc2nc3ccccc3nc2NCc2ccccc2)cc1	10%	-5
106	NC(CO)c1csc(Nc2ccc(C(=O)c3ccccc3)cc2)n1 (configuration not stated)	10%	-2
107	CCONC(=O)c1ccc(OC)cc1O	31%[activator]	4
108	C#CC[N+](C)(C)C/C=C(\Cl)C(=C)Cl	-2%	11
109	COc1cccc(C2CC(=O)NC3=C2C(=O)CC(C)(C)C3)c1 (configuration not stated)	-21%	14
110	CCN1CCN(C(=O)CN(c2cccc(C)c2)S(C)(=O)=O)CC1	-18%	2
111	CN(CCO)C(=O)CNC(=O)C1CCCN(S(=O)(=O)c2ccc(Cl)cc2)C1 (configuration not stated)	-15%	3
112	CNc1cncc(-c2cccc(C(C)=O)c2)n1	-6%	-6
113	CCOc1cccc(-c2cc(C(=O)O)c3cc(C)ccc3n2)c1	-7%	2
